Screens (PubChem)
A549 viability = Nrf2 qHTS screen for inhibitors: counterscreen for cytotoxicity | AID 504648, 2011 | 390,000 compounds, 0.16% hits | Potency, µM (highest dose often 46 µM), without a hit: at the top dose activity change, negative = cytotoxicity, most hits filed as inhibitors | A549 ARE-Fluc cells, CellTiter-Fluor viability, 18-24 h; further: potency means the concentration at half of the fitted maximal effect; on the % scale 0 is the no-effect control and ±100 the full control effect
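Cytotoxicity counterscreen: CellTiter-Fluor fluorescence was measured in A549 ARE_Fluc cells after 18-24 h of compound exposure in a concentration series. The subsequent BugLite luminescent read reports ARE-luciferase activity.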
Akt phos inh = HTS Assay for Inhibitors of Akt Phophorylation: Primary Screen | 360,000 compounds, 0.32% hits | Neuro2A IGF-stimulated pAkt S473 HTRF, 20 min; stronger effect = lower value | activity change, % for hits at 50 µM; in the data active means activity change below about -80%; inconclusive means mostly about -51% to -80%; further: on the % scale 0 is the no-effect control and ±100 the full control effect
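Neuro2A cells (4,500/well, DMEM with 0.5% FBS) were treated with compound at a single 50 µM final concentration, stimulated with 6 nM IGF for 20 min at 37 °C, and lysed. Phospho-Akt Ser473 was read by HTRF as 665/615 ratio ×10^4.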
EPAC2 ag = qHTS for Agonist of cAMP-regulated guanine nucleotide exchange factor 4 (EPAC2): primary screen. Rap guanine nucleotide exchange factor 4 (Homo sapiens), Q8WZA2. EPAC2 activation, biochemical qHTS; response scale: 100% = 6.5 mM cAMP response. Potency, µM (titrated, usually from 154 µM), without a hit: top-dose activation, usual class: activators. 360,000 compounds, 0.079% hits. AID 720711, 2013; further: potency means the concentration at half of the fitted maximal effect; nearly all actives have a fitted effect of over 50% in size
Target sequence (Q8WZA2 whole entry, looked up): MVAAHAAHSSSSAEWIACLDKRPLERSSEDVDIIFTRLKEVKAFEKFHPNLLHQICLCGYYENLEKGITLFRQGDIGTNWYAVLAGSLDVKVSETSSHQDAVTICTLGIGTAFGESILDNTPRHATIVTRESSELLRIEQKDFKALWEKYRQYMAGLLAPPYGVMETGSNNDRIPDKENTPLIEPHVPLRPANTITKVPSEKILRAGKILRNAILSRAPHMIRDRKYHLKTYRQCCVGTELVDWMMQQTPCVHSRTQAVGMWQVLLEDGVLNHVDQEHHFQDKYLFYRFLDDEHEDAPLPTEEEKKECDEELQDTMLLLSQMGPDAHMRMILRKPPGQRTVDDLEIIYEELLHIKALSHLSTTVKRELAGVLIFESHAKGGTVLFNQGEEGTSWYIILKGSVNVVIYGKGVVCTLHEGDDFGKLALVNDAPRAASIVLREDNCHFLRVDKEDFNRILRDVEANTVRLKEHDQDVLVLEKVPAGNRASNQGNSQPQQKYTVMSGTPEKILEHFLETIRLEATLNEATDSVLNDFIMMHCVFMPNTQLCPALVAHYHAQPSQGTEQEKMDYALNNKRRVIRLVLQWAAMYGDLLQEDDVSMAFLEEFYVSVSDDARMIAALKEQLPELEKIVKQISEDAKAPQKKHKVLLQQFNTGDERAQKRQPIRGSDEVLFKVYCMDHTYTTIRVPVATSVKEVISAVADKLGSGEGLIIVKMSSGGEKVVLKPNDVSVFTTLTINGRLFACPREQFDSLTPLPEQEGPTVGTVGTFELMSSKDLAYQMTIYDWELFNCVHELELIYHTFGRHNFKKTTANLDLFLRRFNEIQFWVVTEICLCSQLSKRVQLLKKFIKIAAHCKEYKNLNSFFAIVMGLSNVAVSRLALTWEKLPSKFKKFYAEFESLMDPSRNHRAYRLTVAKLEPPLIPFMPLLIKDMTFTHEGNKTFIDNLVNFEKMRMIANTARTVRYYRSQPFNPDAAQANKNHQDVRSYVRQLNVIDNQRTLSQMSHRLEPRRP
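Each well held 100 nM EPAC2, 250 nM RAP1B-BODIPY-GDP and 50 uM GDP. Fluorescence, read at 5-min intervals to 30 min, was referenced to a 6.5 mM cAMP positive control.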
TGFb SMAD3 inh = qHTS for Inhibitors of TGF-b; HepG2 CAGA-GFP TGF-b/SMAD3 reporter, GFP fluorescence, 18 h; TGF-beta stimulated, 500 pg/mL final; 410,000 compounds, 1.2% hits; Potency, µM (top dose mostly 46.1 µM), inactives show top-dose activity, negative = inhibition, usual class: inhibitors; further: potency means the concentration at half of the fitted maximal effect; on the % scale 0 is the no-effect control and ±100 the full control effect; nearly all actives have a fitted effect of over 65% in size
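Per well, imaged GFP fluorescence of HEPG2 CAGA-GFP cells gives the signal; cells get compound, then TGF-beta (500 pg/mL final), 18 h at 37 degrees C; %Activity versus -TGF-beta and +DMSO controls.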
Nrf2 inh = Nrf2 qHTS screen for inhibitors; 360,000 compounds, 2.1% hits; AID 504444, 2011; Potency, µM (titrated, usually from 46 µM), for inactives: at the highest dose activity change, negative = inhibition, actives largely listed as inhibitors; A549 ARE-Fluc reporter, luciferase luminescence, 18-24 h; further: potency means the concentration at half of the fitted maximal effect; on the % scale 0 is the no-effect control and ±100 the full control effect; nearly all actives have a fitted effect of over 60% in size
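A549 ARE_Fluc cells, 5000/well, 5% FBS OPTI-MEM; compounds in dose-response, 18-24 h at 37 °C/5% CO2; CellTiter-Fluor viability read (Ex 405/Em 525), then BugLite luciferase luminescence = Nrf2 activity.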
MmCpn inh = Inhibitors of TCP-1 ring complex (TRiC) of Methanococcus maripaludis (MmCpn): qHTS | purified Mm-Cpn ATPase, ADP Transcreener TR-FRET | Potency, µM (titrated, usually from 76.9 µM), for inactives: at the highest dose activity, negative = inhibition, actives largely listed as inhibitors | 330,000 compounds, 0.031% hits | AID 504842, 2011; further: potency means the concentration at half of the fitted maximal effect; on the % scale 0 is the no-effect control and ±100 the full control effect; nearly all actives have a fitted effect of over 80% in size
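ATPase read-out: TR-FRET ADP immunoassay (anti-ADP Eu cryptate vs ADP-d2), ex 320 nm, em 590/665 nm; signal drops as ADP forms. Enzyme 25 nM, ATP 10 uM, 30 min at 37°C after 10 min compound preincubation.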
Nrf2 ARE act = qHTS of Nrf2 Activators. AREc32 ARE-luciferase reporter (MCF7-derived line), luminescence, 24 h. Potency, µM (titrated, usually from 46.1 µM), without a hit: top-dose activation, hits mostly activators. 410,000 compounds, 0.31% hits; further: potency means the concentration at half of the fitted maximal effect; % of control where 0% means no effect; nearly all actives have a fitted effect of over 65% in size
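Nrf2 activation is followed as ARE-luciferase induction in the AREc32 line after one day of compound treatment; luminescence is read with Steady-Glo.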
CCT chaperon mod = High-Throughput Screening for Modulators of Cytosolic Chaperonin Activity; purified chaperonin ATPase assay, HTRF ADP detection, 30 min; activity change, % (test concentration not listed), hits read low; 360,000 compounds, 0.3% hits; AID 651819, 2012; in the data active means activity change below about -30%; further: on the % scale 0 is the no-effect control and ±100 the full control effect
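Nucleotide hydrolysis assay: TRiC at 20–40 nM final (set by batch activity) with 10 uM ATP, 30 min at 37 °C, in presence of 76 uM compound. Detection by competitive ADP HTRF, 30 min ambient.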
EPAC2 antagonist = qHTS for Antagonist of cAMP-regulated guanine nucleotide exchange factor 2 (EPAC2): primary screen | Rap guanine nucleotide exchange factor 4 (Homo sapiens), Q8WZA2 | EPAC2 GEF exchange of Rap1B-BODIPY-GDP, fluorescence | Potency, µM (top dose mostly 114 µM), for inactives: at the highest dose activity, negative = inhibition, most hits filed as inhibitors | 360,000 compounds, 0.18% hits | AID 720708, 2013; further: potency means the concentration at half of the fitted maximal effect; on the % scale 0 is the no-effect control and ±100 the full control effect; nearly all actives have a fitted effect of over 45% in size; many of its hits are not listed in these tables
* = called active by the depositor; i = inactive; ? = inconclusive; . = not tested or not shown; [ ] = another dose, or the depositor's remark. Unless noted, the call rests on the fitted dose curve; in most records, active means well fitted curve in the direction sought with a large enough effect; inconclusive means small, poorly fitted or top-dose-only effect, or another doubt; inactive means no such curve, though single readings can be large; an effect the other way counts as inactive or inconclusive. The list is partial. The share of hits here may be higher or lower than overall.

SMILES	A549 viability	Akt phos inh	EPAC2 ag	TGFb SMAD3 inh	Nrf2 inh	MmCpn inh	Nrf2 ARE act	CCT chaperon mod	EPAC2 antagonist
CC1CCCCN1C(=O)Cn1c(=O)oc2cc(S(=O)(=O)N3CCCCC3)ccc21 (stereo not given)	-3%	i	-3%	3%	-27%	4%	0.1%	-0.3	-5%
Cc1cc(C)n(C(C)CC(=O)Nc2cccc(C(F)(F)F)c2)n1 (stereo not given)	0%	.	.	-23%	?	.	1.0%	.	.
Cc1cc(OC(C)C(=O)N2CCN(c3ccc(F)cc3)CC2)c2c(C)cc(=O)oc2c1 (stereo not given)	1%	i	5%	1%	?	2%	0.3%	-0.5	4%
C=CCSc1nc2sc3c(c2c(=O)[nH]1)CC(C)(CC)OC3 (stereo not given)	-12%	i	2%	4%	-23%	-3%	0.8%	0.3	0%
CCC(C(=O)Nc1ccsc1C(=O)OC)c1ccccc1 (stereo not given)	3%	i	6%	-10%	0%	-1%	-0.2%	-0.3	?
COc1ccccc1N1CCN(CC(=O)c2c(C)[nH]c3ccccc23)CC1	2%	i	5%	-16%	-15%	1%	-0.7%	-1.0	8%
Nc1ncnc2c1ncn2[C@@H]1O[C@H](CNS(=O)(=O)c2ccc(-c3ccno3)s2)[C@@H](O)[C@H]1O	-1%	i	3%	1%	-6%	-3%	-1.2%	-0.2	2%
S=c1[nH]c(-c2ccccc2)cn1/N=C/c1cccc2ccccc12	-4%	i	7%	-9%	-1%	-7%	7.8%	1.2	-6%
O=C(c1ccccc1)N1CCN(CC#CC2(O)CCCCC2)CC1	12%	i	-4%	1%	-19%	0%	0.2%	1.0	-13%
O=C(c1cccs1)N1CCN(c2cc(Cl)ccc2Cl)CC1	12%	i	16%	-18%	6%	1%	2.7%	0.1	-20%
CCN(CC)CCNc1cc(C)nc2c1C(=O)C(=O)C=C2N1CCCCC1	?	i	-9%	6.3µM*	-10%	0%	-0.5%	0.6	-13%
Cc1ccc(C(=O)N2CCN(C(=O)c3ccccc3)C2c2ccc(N(C)C)cc2)cc1 (stereo not given)	1%	i	2%	?	-13%	0%	-0.8%	-1.7	-3%
CCCCC(=O)N(C)c1c(CC)nc2c(OCCOc3ccc(F)cc3)cccn12	.	i	3%	?	.	.	0.5%	2.1	-34%
COCCNC(=O)c1ccc(N2CC3CC(C2)c2cccc(=O)n2C3)c(NC(=O)c2ccc(Br)o2)c1 (stereo not given)	-1%	i	7%	11%	2%	0%	-0.1%	-1.7	-2%
C[C@H](NC(=O)c1nc[nH]c1C(=O)NCC(=O)OCc1ccccc1)C(=O)OCc1ccccc1	0%	i	10%	-23%	3%	1%	-0.8%	-1.5	-4%
CCOC(=O)N/N=C/c1c(F)c(F)c(F)c(F)c1F	-11%	i	-1%	0%	?	1%	8.0%	-1.1	-1%
Cc1cccc(NC(=O)c2ccccc2NC(=O)Cc2ccccc2)c1C	-1%	i	-1%	-4%	-5%	1%	0.2%	0.6	-1%
CCOC(=O)Cn1c(C(F)(F)F)nc2nc(Cl)c(Cl)nc21	-14%	i	-4%	?	?	.	3.6%	-1.5	-2%
CC(=O)CCC1C2C(O)C(C(C)C)C(OC(=O)/C=C/c3ccccc3)CC12C (stereo not given)	-9%	i	5%	?	?	-1%	9.7%	1.2	-20%
Cc1ccc(C(=O)N(CCN2CCCCC2)CC2CCCN(C3CCCC3)C2)s1 (stereo not given)	?	i	14%	2%	?	0%	4.0%	1.2	32%[activator]
CC1(C)CC(OC(=O)c2ccco2)CC(C)(C)N1O	15%	i	3%	9%	-3%	2%	-0.8%	2.4	10%
CC(CCc1ccccc1)NC(=O)CCNS(=O)(=O)c1ccccc1C(F)(F)F (stereo not given)	1%	i	8%	-8%	-12%	2%	0.2%	-2.3	3%
O=C(Cc1cccc(Cl)c1)Nc1ccc(Br)cc1	-8%	i	-1%	2%	?	3%	0.4%	0.0	-4%
CCOC(=O)CN1CC23C=CC(O2)C(C(=O)NCc2cccs2)C3C1=O (stereo not given)	-7%	i	-1%	0%	-7%	2%	0.2%	-1.5	2%
O=C(Cn1cnc2c(OCc3ccccc3)ncnc21)NCc1ccc2[nH]ccc2c1	-19%	i	6%	-3%	?	-2%	4.8%	-1.6	0%

A run of entries from the list above:
SMILES	A549 viability	Akt phos inh	EPAC2 ag	TGFb SMAD3 inh	Nrf2 inh	MmCpn inh	Nrf2 ARE act	CCT chaperon mod	EPAC2 antagonist
CC1(C)CC(OC(=O)c2ccco2)CC(C)(C)N1O	15%	i	3%	9%	-3%	2%	-0.8%	2.4	10%
CC(CCc1ccccc1)NC(=O)CCNS(=O)(=O)c1ccccc1C(F)(F)F (stereo not given)	1%	i	8%	-8%	-12%	2%	0.2%	-2.3	3%
O=C(Cc1cccc(Cl)c1)Nc1ccc(Br)cc1	-8%	i	-1%	2%	?	3%	0.4%	0.0	-4%
CCOC(=O)CN1CC23C=CC(O2)C(C(=O)NCc2cccs2)C3C1=O (stereo not given)	-7%	i	-1%	0%	-7%	2%	0.2%	-1.5	2%
O=C(Cn1cnc2c(OCc3ccccc3)ncnc21)NCc1ccc2[nH]ccc2c1	-19%	i	6%	-3%	?	-2%	4.8%	-1.6	0%

The listing continues.
SMILES	A549 viability	Akt phos inh	EPAC2 ag	TGFb SMAD3 inh	Nrf2 inh	MmCpn inh	Nrf2 ARE act	CCT chaperon mod	EPAC2 antagonist
COc1ccc(NC(=O)Cn2c(=O)sc3ccccc32)cc1	5%	i	0%	7%	-18%	0%	-0.3%	-3.2	-2%
COc1ccc(C(=O)NCCSc2ccccc2)cc1OC	-5%	i	0%	1%	?	-3%	3.3%	0.1	-8%
CC1CN=C(c2ccccc2)O1 (stereo not given)	-7%	i	-2%	17%	3%	.	-0.5%	-2.1	-2%
CCOC(=O)CSc1nnc(CNC(=O)c2ccc(OC)cc2)n1C1CCCCC1	-6%	i	-20%	-1%	-13%	0%	2.2%	-2.8	-8%
Cc1cc(/C=C2/NC(=O)NC2=O)c(C)n1-c1ccncc1	-10%	i	-2%	14%	8%	-6%	-0.9%	-2.6	1%
CC(=O)OC[C@@H]1CN(Cc2cccc(C(F)(F)F)c2)C[C@H](n2cnc3c(NCc4ccco4)ncnc32)O1	.	i	-5%	1%	.	.	5.6%	-1.2	?
COc1cccc(-c2oc3c(c2C#CCCO)C(O)CCC3)c1 (stereo not given)	.	i	0%	.	.	.	0.2%	-0.6	2%
Cc1cc(C)c2oc(-c3cccc(NC(=O)COc4ccc([N+](=O)[O-])cc4)c3)nc2c1	2%	.	.	-19%	?	.	0.2%	.	.
Cc1cccc(Cn2nnc3ccccc32)c1O	-1%	i	3%	0%	0%	0%	0.1%	-2.2	-15%
O=C(Nc1ccccc1C(=O)NCC1CCCO1)c1ccc(Cl)cc1Cl (stereo not given)	23%	i	1%	25%	17%	-3%	0.2%	-1.0	1%
O=C(COC(=O)c1ccc(N2CCCC2=O)cc1)c1ccccc1	5%	i	6%	0%	?	3%	2.1%	2.4	22%
COc1ccc(OC)c(-n2c(=S)[nH]c3c(sc(=S)n3-c3ccccc3)c2=O)c1	4%	i	2%	0%	-7%	0%	2.7%	-0.6	12%
COc1cc2c(cc1OC)C(COc1ccc(F)cc1)N(C(=O)c1ccco1)CC2 (stereo not given)	-1%	i	17%	18%	?	0%	-0.4%	0.9	-7%
O=C(Nc1ccccc1)N1CCN(Cc2ccc3c(c2)OCO3)CC1	-1%	i	6%	-17%	-2%	0%	0.1%	-1.0	-6%
O=C1OCCN1C(=O)[C@H]1[C@H](c2ccc(Cl)cc2)C(c2ccc(F)cc2)=NN1c1ccc(Br)cc1	-2%	i	12%	-91%	-16%	-14%	7.6%	-0.6	-7%
CCc1nc2nc(C)c(NS(=O)(=O)c3ccc(C)c(C)c3)c(=O)n2[nH]1	2%	i	-4%	-7%	3%	0%	0.4%	1.5	-10%
CC(Oc1ncnc2ccccc12)C(=O)Nc1cccc(S(=O)(=O)N2CCOCC2)c1 (stereo not given)	-3%	i	5%	-14%	12%	3%	0.7%	-0.8	15%
CCC(=O)Nc1ccc(S(=O)(=O)Nc2cccc(C)c2)cc1OC	-9%	i	2%	-4%	8%	-26%	-0.8%	-1.7	-6%
Fc1cccc(-n2c(-c3ccco3)nc3nc4ccccc4nc32)c1	-7%	i	6%	-2%	1%	1%	2.5%	-18	4%
COc1ccc(/C(O)=C2\C(=O)C(=O)N(CCN(C)C)C2c2cc(OC)c(OC)c(OC)c2)c(C)c1 (stereo not given)	3%	i	7%	-2%	13%	1%	0.3%	-2.5	4%
CCOc1ccccc1C(=O)NCCN1CCC(n2c(=O)[nH]c3ccccc32)CC1	.	i	4%	.	.	.	4.6%	-3.5	18%
Cc1ccc(Cl)c2c1N[C@@H](c1ccc(C(=O)O)cc1)[C@H]1CC=C[C@@H]21	1%	.	.	-20%	?	.	13%	.	.
Cc1ccoc1C(=O)N1CCCCC1C(=O)O (stereo not given)	-4%	i	8%	7%	-4%	-3%	1.9%	0.9	3%
CCN(C(=O)COC(=O)c1ccc(OC)c(S(=O)(=O)N2CCCc3ccccc32)c1)C1CCS(=O)(=O)C1 (stereo not given)	2%	i	3%	13%	17%	1%	0.0%	-0.5	-9%
